Screening data deposited in PubChem BioAssay by Broad Institute.
BioA inh = blocks M. tuberculosis BioA enzyme activity | purified M. tuberculosis BioA enzyme, plate reader | inhibition, % at 9.99 µM | actives 0.096% (n = 360,000) | AID 602481; in the data active = inhibition above about 40%
An asterisk follows results filed as active; & = joins results of further samples. The list is partial; count on the stated rates, not on these rows.

Structure | BioA inh
COc1ccc(CN(C)C[C@H]2OCCCC[C@@H](C)Oc3ccc(NC(=O)Nc4cccc5ccccc45)cc3C(=O)N([C@H](C)CO)C[C@@H]2C)cc1 | -0.4
COc1cccc(NC(=O)N[C@H]2C=C[C@@H](CC(=O)Nc3ccc(-c4ccccc4)cc3)O[C@H]2CO)c1 | 2.4
Cc1ccccc1S(=O)(=O)NCC[C@H]1CC[C@@H](NC(=O)Nc2cccc(Cl)c2)[C@@H](CO)O1 | -1.1
CC(C)C(=O)Nc1ccc2c(c1)C(=O)N(C)[C@@H]1CC[C@@H](CC(=O)NC3CCCC3)O[C@H]1CO2 | 0.7
OC[C@@H]1[C@@H]2c3ccccc3NC[C@@H]2N1Cc1cccnc1 | -2.0
Cc1noc(C)c1NC(=O)N[C@@H]1CC[C@H](CC(=O)N2CCCCC2)O[C@@H]1CO | -4.3
Cc1ccccc1-c1ccc([C@H]2[C@H](CO)N3CCCCN(S(=O)(=O)c4cn(C)cn4)C[C@@H]23)cc1 | -3.2
C[C@@H]1CCCCO[C@@H](CN(C)Cc2ccc(Cl)c(Cl)c2)[C@H](C)CN([C@@H](C)CO)C(=O)c2cc(NC(=O)C3CCCCC3)ccc2O1 | -1.4
C[C@@H]1CN([C@@H](C)CO)C(=O)c2cc(NC(=O)C3CC3)ccc2O[C@H]1CN(C)S(=O)(=O)c1ccc(F)cc1 | -1.0
COc1ccc(S(=O)(=O)N(C)C[C@@H]2Oc3ccc(NC(=O)CCN4CCOCC4)cc3C(=O)N([C@@H](C)CO)C[C@@H]2C)cc1 | 0.4
O=S(=O)(c1ccc(F)cc1)N1CCCCN2[C@H](CO)[C@H](c3ccc(-c4cncnc4)cc3)[C@@H]2C1 | -7.7
CO[C@@H]1CN(C)C(=O)c2cc(NC(=O)Nc3cccc(Cl)c3)ccc2OC[C@@H](C)N(C)C[C@@H]1C | -0.9
C[C@H]1CN([C@@H](C)CO)C(=O)c2cccc(NS(=O)(=O)c3cccs3)c2O[C@@H]1CN(C)Cc1ccc(C(F)(F)F)cc1 | -3.2
O=C(C[C@H]1CC[C@H](NC(=O)C2CCOCC2)[C@H](CO)O1)Nc1nccs1 | -1.9
C[C@H]1CN([C@@H](C)CO)C(=O)c2cc(C#Cc3ccccc3F)cnc2O[C@@H]1CN(C)C(=O)C1CCC1 | -2.1

Taken from the entries so far, 4 compounds:
Structure | BioA inh
CO[C@@H]1CN(C)C(=O)c2cc(NC(=O)Nc3cccc(Cl)c3)ccc2OC[C@@H](C)N(C)C[C@@H]1C | -0.9
C[C@H]1CN([C@@H](C)CO)C(=O)c2cccc(NS(=O)(=O)c3cccs3)c2O[C@@H]1CN(C)Cc1ccc(C(F)(F)F)cc1 | -3.2
O=C(C[C@H]1CC[C@H](NC(=O)C2CCOCC2)[C@H](CO)O1)Nc1nccs1 | -1.9
C[C@H]1CN([C@@H](C)CO)C(=O)c2cc(C#Cc3ccccc3F)cnc2O[C@@H]1CN(C)C(=O)C1CCC1 | -2.1

Rewritten with each value named: four of the compounds above.
Cc1ccccc1S(=O)(=O)NCC[C@H]1CC[C@@H](NC(=O)Nc2cccc(Cl)c2)[C@@H](CO)O1
  BioA inh = -1.1
O=C(C[C@H]1CC[C@H](NC(=O)C2CCOCC2)[C@H](CO)O1)Nc1nccs1
  BioA inh = -1.9
C[C@H]1CN([C@@H](C)CO)C(=O)c2cc(C#Cc3ccccc3F)cnc2O[C@@H]1CN(C)C(=O)C1CCC1
  BioA inh = -2.1
O=S(=O)(c1ccc(F)cc1)N1CCCCN2[C@H](CO)[C@H](c3ccc(-c4cncnc4)cc3)[C@@H]2C1
  BioA inh = -7.7

Next part
Structure | BioA inh
C[C@@H]1CN([C@@H](C)CO)C(=O)c2cccc(NC(=O)C3CCOCC3)c2O[C@H]1CN(C)C(=O)Nc1ccc(C(F)(F)F)cc1 | -0.2
C[C@@H]1CN([C@@H](C)CO)C(=O)c2cc(-c3ccc(C#N)cc3)cnc2O[C@H]1CN(C)CC1CCCCC1 | -0.3
C[C@H]1CN([C@@H](C)CO)C(=O)c2cc(-c3cccc(F)c3)cnc2O[C@H]1CN(C)S(C)(=O)=O | -0.4
C[C@@H]1CCCCO[C@H](CN(C)S(C)(=O)=O)[C@H](C)CN([C@@H](C)CO)C(=O)c2cc(NC(=O)NC3CCCCC3)ccc2O1 | -0.2
CCCNC(=O)[C@@H]1[C@@H](CO)[C@@H]2Cn3c(ccc(-c4ccccc4F)c3=O)[C@@H]2N1C(=O)CC | -2.3
COc1ccc(NC(=O)Nc2ccc3c(c2)C(=O)N([C@@H](C)CO)C[C@@H](C)[C@@H](CN(C)Cc2ccncc2)OCCCC[C@H](C)O3)cc1 | 2.0
C[C@@H]1CCCCO[C@@H](CN(C)S(=O)(=O)c2ccc(Cl)cc2)[C@H](C)CN([C@H](C)CO)C(=O)c2cc(NC(=O)Nc3ccc(F)cc3)ccc2O1 | -0.5
CN(C)C(=O)c1cccc(-c2ccc([C@H]3[C@@H](C#N)N(C(=O)C4CC4)[C@H]3CO)cc2)c1 | 0.6
CO[C@@H]1CN(C)C(=O)c2ccc(NS(C)(=O)=O)cc2OC[C@@H](C)N(Cc2nccs2)C[C@H]1C | -0.4
COc1ccc(S(=O)(=O)N[C@H]2CC[C@@H](CC(=O)N3CCC(Cc4ccccc4)CC3)O[C@H]2CO)cc1 | 0.5
C[C@@H]1CN([C@H](C)CO)S(=O)(=O)c2ccc(-c3ccc(F)cc3)cc2O[C@@H]1CN(C)C | 1.2
O=C(C[C@H]1CC[C@H](NC(=O)Nc2cc(F)ccc2F)[C@H](CO)O1)NCc1ccc2c(c1)OCO2 | -5.1
CO[C@H]1CN(C)C(=O)c2ccc(NC(=O)C3CCC3)cc2OC[C@H](C)N(C(=O)CN(C)C)C[C@H]1C | -5.2
C[C@@H]1CN([C@@H](C)CO)C(=O)Cc2cc(NS(=O)(=O)c3ccc(Cl)cc3)ccc2O[C@H]1CN(C)C | -4.2
CO[C@@H]1CN(C)C(=O)c2cc(NC(C)=O)ccc2OC[C@@H](C)N(Cc2cccnc2)C[C@@H]1C | 0.7
CC(C)NC(=O)NCC[C@H]1CC[C@@H](NS(=O)(=O)c2ccc(Oc3ccccc3)cc2)[C@@H](CO)O1 | -0.5
C[C@@H]1CN([C@@H](C)CO)C(=O)Cc2cc(NC(=O)CCN3CCOCC3)ccc2O[C@H]1CN(C)C(=O)Nc1ccccc1 | -1.0
C[C@@H]1CN([C@H](C)CO)C(=O)Cc2cc(NS(=O)(=O)c3ccc(Cl)cc3)ccc2O[C@@H]1CN(C)S(=O)(=O)c1cccs1 | -1.9
C[C@@H]1CN([C@H](C)CO)C(=O)c2cc(-c3cncnc3)cnc2O[C@@H]1CN(C)Cc1ccccc1 | 3.5
CO[C@@H]1CN(C)C(=O)c2ccc(NC(=O)Nc3cccc(F)c3)cc2OC[C@H](C)N(C(C)=O)C[C@@H]1C | 7.1
C[C@H]1CN([C@@H](C)CO)C(=O)c2cc(/C=C/c3ccccc3)cnc2O[C@H]1CN(C)S(=O)(=O)c1ccccc1F | -0.1&0.6
CNC[C@@H]1Oc2ncc(C#CC3(O)CCCC3)cc2C(=O)N([C@@H](C)CO)C[C@H]1C | -0.9
C[C@@H]1CN([C@H](C)CO)C(=O)c2cccc(NC(=O)Nc3ccc(C(F)(F)F)cc3)c2O[C@@H]1CN(C)S(=O)(=O)c1ccc(Cl)cc1 | -1.2
C[C@@H]1CN([C@@H](C)CO)C(=O)c2cc(NC(=O)Nc3cccc4ccccc34)ccc2O[C@@H](C)CCCCO[C@@H]1CN(C)CC1CCCCC1 | -1.2
CC(C)NC(=O)N(C)C[C@@H]1Oc2ccc(NS(C)(=O)=O)cc2CC(=O)N([C@@H](C)CO)C[C@H]1C | 0.9
C[C@H](NC(=O)C[C@H]1CC[C@H]2[C@@H](COC[C@@H](O)CN2C(=O)Nc2ccccc2)O1)c1ccccc1 | -1.4
CN(C)CCCNC(=O)[C@H]1[C@H](CO)[C@H]2Cn3c(ccc(C4=CCCC4)c3=O)[C@H]2N1CCC(F)(F)F | 0.8
CCN1[C@H](C(=O)NC2Cc3ccccc3C2)[C@@H](CO)[C@@H]2Cn3c(cccc3=O)[C@@H]21 | -0.2
C[C@@H]1CCCCO[C@H](CN(C)S(=O)(=O)c2ccc(F)cc2)[C@@H](C)CN([C@@H](C)CO)C(=O)c2cc(NS(=O)(=O)c3ccc(F)cc3)ccc2O1 | 2.7
Cc1noc(C)c1S(=O)(=O)Nc1ccc2c(c1)C(=O)N([C@@H](C)CO)C[C@H](C)[C@H](CN(C)Cc1ccc(-c3ccccc3)cc1)O2 | -0.3

Other structures.
| Molecule | BioA inh |
| --- | --- |
| C[C@H]1CN([C@@H](C)CO)C(=O)c2cc(-c3cccc(C#N)c3)cnc2O[C@H]1CN(C)C(=O)C1CC1 | 0.1 |
| C[C@@H]1CCCCO[C@@H](CN(C)C(=O)Nc2ccc(C(F)(F)F)cc2)[C@H](C)CN([C@@H](C)CO)C(=O)c2cc(NC(=O)c3ccncc3)ccc2O1 | 1.2 |
| Cc1cccc(S(=O)(=O)N2CCCCN3[C@H](CO)[C@@H](c4ccc(C#C[C@H](C)O)cc4)[C@H]3C2)c1 | -3.8 |
| C[C@@H]1CN([C@@H](C)CO)C(=O)c2cccc(NS(=O)(=O)c3cn(C)cn3)c2O[C@@H]1CN(C)S(C)(=O)=O | -1.9 |
| CO[C@H]1CN(C)C(=O)c2cc(NC(=O)C3CCOCC3)ccc2OC[C@@H](C)N(CC2CC2)C[C@@H]1C | -2.1 |
| C[C@H](CO)N1C[C@H](C)[C@@H](CN(C)S(=O)(=O)c2ccccc2)OCCCC[C@H](C)Oc2ccc(NS(=O)(=O)c3ccc(Cl)cc3)cc2C1=O | -4.0 |
| O=C(C[C@@H]1CC[C@@H](NC(=O)C2CC2)[C@H](CO)O1)NCc1ccncc1 | 2.3 |
| COc1ccc(S(=O)(=O)Nc2ccc3c(c2)CC(=O)N([C@@H](C)CO)C[C@H](C)[C@@H](CN(C)Cc2ccc4c(c2)OCO4)O3)cc1 | 4.5 |
| C[C@@H]1CN([C@H](C)CO)C(=O)c2cc(C#Cc3cccnc3)cnc2O[C@H]1CN(C)Cc1ccccc1 | 15.4 |
| C[C@@H]1CN([C@@H](C)CO)C(=O)Cc2cc(NC(=O)C3CCCCC3)ccc2O[C@H]1CN(C)C(=O)Nc1ccccc1 | 0.1 |
| CCCNC(=O)N1[C@H](C#N)[C@@H](c2ccc(-c3ccccc3F)cc2)[C@H]1CO | 1.4 |
| CO[C@H]1CN(C)C(=O)c2cc(C#N)ccc2OCC[C@@H]2CC[C@@H](OC)[C@H](CN(C)C(=O)[C@@H]1C)O2 | -2.2 |
| COc1ccc(CN(C)C[C@@H]2OCCCC[C@H](C)Oc3ccc(NS(=O)(=O)c4cccs4)cc3C(=O)N([C@@H](C)CO)C[C@@H]2C)cc1 | 1.5 |
| CCC(=O)N1[C@H](CN(CC)C(=O)c2ccc(F)cc2)[C@H](c2ccccc2)[C@@H]1CO | 2.5 |
| CCCc1cn(CC[C@H]2CC[C@H](NC(=O)C3CCOCC3)[C@@H](CO)O2)nn1 | 4.0 |
| C[C@@H]1CCCCO[C@H](CN(C)C(=O)CCCN(C)C)[C@H](C)CN([C@@H](C)CO)C(=O)c2cc(NS(C)(=O)=O)ccc2O1 | -1.8 |
| Cc1cccc(S(=O)(=O)N(C)C[C@@H]2OCc3cn(nn3)CCCC(=O)N([C@@H](C)CO)C[C@@H]2C)c1 | -1.5 |
| C[C@@H]1CN([C@H](C)CO)C(=O)c2cc(C#Cc3cccc(F)c3)cnc2O[C@@H]1CN(C)Cc1ccccn1 | -2.0 |
| C[C@@H]1CN([C@H](C)CO)S(=O)(=O)c2ccc(-c3cccnc3)cc2O[C@@H]1CN(C)CC1CCOCC1 | -1.5 |
| CCCN1[C@@H]2c3ccc(-c4ccncc4)c(=O)n3C[C@@H]2[C@@H](CO)[C@@H]1C(=O)NCCCN1CCOCC1 | 0.3 |
| O=C(C[C@@H]1C[C@@H]2c3cc(NC(=O)CC4CC4)ccc3O[C@@H]2[C@@H](CO)O1)NCc1ccc(-c2ccccc2)cc1 | -2.1 |
| C[C@@H]1CN([C@@H](C)CO)C(=O)c2cccc(N(C)C)c2O[C@@H]1CN(C)Cc1ccccc1 | 13.1 |
| C[C@@H]1CCCCO[C@H](CN(C)C(=O)Nc2ccc(C(F)(F)F)cc2)[C@@H](C)CN([C@H](C)CO)C(=O)c2cc(NS(=O)(=O)c3ccc(Cl)cc3)ccc2O1 | -2.4 |
| C[C@H](CO)N1C[C@H](C)[C@@H](CN(C)C)Oc2c(NC(=O)Nc3ccc4c(c3)OCO4)cccc2C1=O | 3.4 |
| O=C(c1ccccc1)N1C[C@H]2[C@@H](c3ccccc31)[C@H](CO)N2C(=O)c1ccccn1 | -3.0 |
| COC(=O)C[C@@H]1C[C@@H]2c3cc(NC(=O)Nc4ccc(OC)cc4)ccc3O[C@@H]2[C@H](CO)O1 | 0.6 |
| CN1C(=O)c2cc(NC(=O)c3cnccn3)ccc2OC[C@H]2O[C@@H](CC(=O)N[C@H]3CCN(Cc4ccccc4)C3)CC[C@H]21 | 31.3 |
| C[C@H]1CCCCO[C@H](CN(C)C)[C@@H](C)CN([C@@H](C)CO)C(=O)c2cc(NC(=O)c3ccncc3)ccc2O1 | -3.0 |
| O=C(C[C@H]1CC[C@@H](NC(=O)Cc2ccccn2)[C@H](CO)O1)NCCc1ccncc1 | 0.3 |
| O=S(=O)(Cc1ccccc1)NCC[C@H]1CC[C@@H](NS(=O)(=O)c2ccccc2)[C@@H](CO)O1 | 3.0 |
| CO[C@H]1CN(C)C(=O)c2cc(NC(=O)c3nc4ccccc4s3)ccc2OC[C@H](C)NC[C@H]1C | -0.6 |
| CO[C@H]1CN(C)C(=O)c2ccc(NC(=O)C3CC3)cc2OC[C@@H](C)N(Cc2ccccc2)C[C@@H]1C | 0.9 |
| Cc1noc(C)c1S(=O)(=O)N(C)C[C@@H]1OCCCC[C@@H](C)Oc2ccc(NS(=O)(=O)c3ccccc3)cc2C(=O)N([C@H](C)CO)C[C@@H]1C | -1.2 |
| C[C@@H]1CCCCO[C@H](CN(C)S(=O)(=O)c2ccccc2)[C@H](C)CN([C@@H](C)CO)C(=O)c2cc(NS(=O)(=O)c3ccccc3)ccc2O1 | -0.1 |
| CO[C@H]1CN(C)C(=O)c2ccc(NC(=O)C3CC3)cc2OC[C@@H](C)N(Cc2ccncc2)C[C@@H]1C | -4.0 |
